DENV2 CPE – protects cells from dengue virus 2 cytopathic effect | hit rate 1.7% among 350,000 | CPE inhibition, % at 9.99 µM | DENV2-infected cells, cytopathic effect rescue, plate reader; in the data active = CPE inhibition above about 20%, passing the limit was not always enough; inconclusive = no clear call, values can overlap the other calls; tested in BHK-21 cells;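 also: 0% = median of neutral control wells and 100% = median of positive control wells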
ARNT TACC3 PPI – disruptors of human ARNT/TACC3 interaction; Q9Y6A5; AlphaScreen His-ARNT PAS-B/GST-TACC3 binding, luminescence; TACC3 fragment carries E629A point mutation; inhibition, % at 9.99 µM; hit rate 0.66% among 390,000; AID 623870;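 active = mean inhibition of replicates at least 50% and at least half of replicates each reaching 50%; inconclusive = half or more replicates reach 50% but mean below 50%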;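 also: 0% = complete ARNT plus TACC3 wells and 100% = ARNT alone without TACC3; many hits fall short of the cut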
EWS-Fli inh – blocks EWS/Fli oncoprotein-driven transcription | A673 NR0B1-luciferase reporter, viability-normalised | inhibition, % at 12.6 µM | hit rate 0.67% among 350,000;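 active = mean inhibition of at least 50% after viability correction, with every replicate also passing that limit; inconclusive = mean reaches 50% but only one of two replicates passes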;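 also: firefly luciferase signal divided by Alamar Blue viability fluorescence both relative to DMSO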
PAX8 reporter – PAX8 transcriptional activity inhibition; inhibition, % at 12.6 µM; hit rate 1.2% among 360,000; AID 652154; RMG-I TPO-luciferase reporter, SteadyGlo, 24 h;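 active = mean replicate inhibition at least 60% with every replicate also reaching 60%; inconclusive = only one of the two criteria is met; inactive = mean below 60% and not all replicates reaching 60%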;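 also: luciferase light reporting Pax8 driven TPO promoter activity; plate controls were median of neutral control wells for no effect and mitoxantrone controls for full effect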
Casp6 inh – blocks human caspase-6 cleavage activity. inhibition, % at 12.5 µM. purified caspase-6, Z-VEID-R110 cleavage fluorescence. P55212. hit rate 0.53% among 350,000;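 active = mean inhibition across replicates at least about 35%, with every replicate also reaching that limit, limit read from the data; inconclusive = only one of the two criteria met; inactive = neither criterion met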;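 also: 0% = median of neutral control wells and 100% = no fluorescence left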
Target sequence (P55212 24-179 limits assumed): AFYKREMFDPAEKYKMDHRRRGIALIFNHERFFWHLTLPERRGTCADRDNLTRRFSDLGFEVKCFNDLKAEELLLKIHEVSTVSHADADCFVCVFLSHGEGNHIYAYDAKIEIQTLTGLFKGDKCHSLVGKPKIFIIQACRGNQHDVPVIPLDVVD
Target sequence (P55212 194-293 limits assumed): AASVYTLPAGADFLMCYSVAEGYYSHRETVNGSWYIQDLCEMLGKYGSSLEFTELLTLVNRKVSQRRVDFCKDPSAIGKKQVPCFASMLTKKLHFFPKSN
LGR2 inh – Drosophila LGR2 receptor signaling inhibition | HEK293 LGR2, CRE-luciferase, bursicon-stimulated, 4 h | inhibition, % at 9.99 µM | hit rate 0.35% among 380,000 | AID 720647;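 active = drop in luminescence signal, shown as inhibition above about 50% in the replicate tests, limit read from the data, passing the limit was not always enough; inconclusive = probably only some replicates passing the limit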;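 also: agonist challenge used bursicon conditioned medium at about half maximal strength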
SIRT5 inh – blocks human SIRT5 desuccinylation of peptide | Q9NXA8 | Purified SirT5, succinyl-peptide AMC, trypsin-coupled fluorescence | inhibition, % at 15 µM | hit rate 1.1% among 330,000 | AID 652115; in the data active = inhibition above about 15%; inconclusive = no clear call, values can overlap the other calls
Target sequence (Q9NXA8 whole entry, looked up): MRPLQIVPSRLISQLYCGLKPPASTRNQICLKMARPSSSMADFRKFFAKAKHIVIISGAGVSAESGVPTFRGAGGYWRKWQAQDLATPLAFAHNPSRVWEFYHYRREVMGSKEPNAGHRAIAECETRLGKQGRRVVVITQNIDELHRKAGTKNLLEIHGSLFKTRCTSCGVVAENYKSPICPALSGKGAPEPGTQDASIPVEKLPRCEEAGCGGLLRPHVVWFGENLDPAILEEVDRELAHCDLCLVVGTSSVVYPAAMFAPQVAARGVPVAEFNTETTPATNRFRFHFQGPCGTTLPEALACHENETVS
Numbers without * were called inactive; ? = inconclusive; / = not tested or not shown; & = joins results of further samples.

Sample of the layout:
SMILES | DENV2 CPE | ARNT TACC3 PPI | EWS-Fli inh | PAX8 reporter | Casp6 inh | LGR2 inh | SIRT5 inh
CC1(C)OC2OC(C3COC(=O)O3)C(OC(=O)c3ccccc3)C2O1 (stereo unspecified) | -9 | 6 | -1 | / | -1 | -8 | 0
C[C@@H]1CN([C@H](C)CO)C(=O)c2cc(NS(=O)(=O)c3cccs3)ccc2O[C@H]1CN(C)C(=O)Nc1ccc2c(c1)OCO2 | 4 | 2 | -2 | / | 1 | 7 | -3

The whole of this part (from the top)
SMILES | DENV2 CPE | ARNT TACC3 PPI | EWS-Fli inh | PAX8 reporter | Casp6 inh | LGR2 inh | SIRT5 inh
CC1(C)OC2OC(C3COC(=O)O3)C(OC(=O)c3ccccc3)C2O1 (stereo unspecified) | -9 | 6 | -1 | / | -1 | -8 | 0
C[C@@H]1CN([C@H](C)CO)C(=O)c2cc(NS(=O)(=O)c3cccs3)ccc2O[C@H]1CN(C)C(=O)Nc1ccc2c(c1)OCO2 | 4 | 2 | -2 | / | 1 | 7 | -3
C/C=C/c1cnc2c(c1)C(=O)N([C@H](C)CO)C[C@H](C)[C@@H](CN(C)C(=O)Nc1cccc(OC)c1)O2 | -4 | -16 | -24 | -9 | -1 | 14 | 1
NNC(=O)c1csc(-c2ccc(C(F)(F)F)cc2Cl)n1 | -8 | 2 | 11 | -1 | -1 | -8 | 1
CCCNC(=O)N1CC2(CCN(S(=O)(=O)CC)CC2)c2c([nH]c3cc(OC)ccc23)[C@@H]1CO | 31* | / | 25 | / | 1 | -5 | 1
O=C(Cn1cnc([N+](=O)[O-])n1)NCCc1ccccc1 | 2 | / | -19 | -13 | -1 | -1 | 0
O=C(C[C@H]1C=C[C@H](NC(=O)c2ccccc2)[C@H](CO)O1)Nc1ccc(-c2ccccc2)cc1 | -1 | 2 | 6 | 13 | -1 | 8 | 0
CCC1CCCCN1Cc1nc2c(c(=O)n(C)c(=O)n2C)n1CCC(C)C (stereo unspecified) | -3 | -3 | -6 | -21 | 3 | -20 | 3
O=C1CCCN1CCCNC(=S)Nc1ccc(F)cc1 | 12 | -3 | 10 | 11 | -1 | -7 | 0
C[C@H]1CCCCO[C@H](CN(C)CC2CC2)[C@@H](C)CN([C@@H](C)CO)C(=O)c2cc(NS(C)(=O)=O)ccc2O1 | 2 | -4 | / | 6 | -5 | -3 | -2
CSc1nc(Nc2ccc(Cl)cc2)c(C#N)c(=O)[nH]1 | -1 | 11 | -20 | 4 | -3 | 2 | -1
CCOc1ccc(-n2c(C)c(C(C)=O)c3cc(O)ccc32)cc1 | 2 | 3 | -6 | -18 | 0 | 14 | -6
Cc1ccc(S(=O)(=O)Nc2ccc3c(c2)C(=O)N([C@@H](C)CO)C[C@@H](C)[C@@H](CN(C)S(=O)(=O)c2ccc(Cl)cc2)OCCCC[C@@H](C)O3)cc1 | -5 | -7 | 10 | 83* | / | 28 | /
COc1cccc(NC(=O)N(C)C[C@@H]2Oc3cc(-c4ccccc4F)ccc3S(=O)(=O)N([C@H](C)CO)C[C@@H]2C)c1 | ? | 4 | -3 | / | 4 | / | 17*
CCN(C(=O)COC(=O)c1c2c(nc3ccccc13)/C(=C/c1ccccc1)CC(C)C2)C1CCS(=O)(=O)C1 (stereo unspecified) | / | -1 | / | 67* | / | 18 | /
COc1ccccc1NC(=O)CSc1ccc(-c2cccs2)nn1 | 6 | 6 | 0 | 2 | 2 | -8 | 1
C[C@@H]1CN([C@@H](C)CO)C(=O)c2cccc(NC(=O)C3CCCCC3)c2O[C@H]1CN(C)C(=O)Nc1ccc(C(F)(F)F)cc1 | -10 | 3 | 1 | -1 | 2 | 8 | -3
OC(c1cccc(CN2CCCCC2)c1)c1ncc(-c2cccc(C(F)(F)F)c2)[nH]1 (stereo unspecified) | 8 | / | -4 | 6 | -11 | -9 | /
Cc1nnc(N2C(=O)C(=O)/C(=C(/O)c3ccc4c(c3)OCCO4)C2c2ccc(F)cc2)s1 (stereo unspecified) | -1 | 30 | -7 | -26 | -4 | -62 | 0
Cc1cc(C)n2nc(CC(=O)NNC(=O)COc3ccccc3)nc2n1 | 0 | 1 | 2 | 2 | -4 | 4 | -1
O=C(NCc1ccc(F)cc1)[C@@H]1N[C@@H]2c3ccc(-c4ccccc4)c(=O)n3C[C@@H]2[C@H]1CO | -11 | 0 | -10 | / | 0 | 18 | -20
CC(NC(=O)CN1CCN(c2cccc(Cl)c2)CC1)c1ccccc1 (stereo unspecified) | 44* | / | 10 | 23 | 4 | 0 | -9
COc1ccc(-n2ccnc2SCC(=O)NCc2ccccc2)c(OC)c1 | -7 | 1 | 7 | 3 | 0 | -2 | -1
COc1ccc(-c2cc(C(=O)N3CCCC3)no2)cc1OC | 1 | 1 | -82 | -155 | -1 | -15 | -1
COc1cc([N+](=O)[O-])ccc1NC(=O)NNC(=O)c1sccc1C | -8 | 6 | 5 | -5 | 4 | -6 | 3
O=C(Cc1ccccn1)N[C@@H]1CC[C@@H](CCNS(=O)(=O)c2cccc(F)c2)O[C@H]1CO | -1 | 5 | -7 | 42 | -1 | -19 | 4
Cc1noc(C)c1S(=O)(=O)Nc1ccc2c(c1)C(=O)N([C@@H](C)CO)C[C@@H](C)[C@H](CN(C)S(=O)(=O)c1ccccc1)O2 | -2 | 0 | 0 | / | 1 | -8 | 0
C[C@@H]1CN([C@@H](C)CO)C(=O)c2cc(NC(=O)c3ccncc3)ccc2O[C@@H](C)CCCCO[C@@H]1CN(C)S(=O)(=O)c1ccc(Cl)cc1 | -7 | 2 | -2 | -15 | 1 | -3 | 7
C[C@H](CO)N1C[C@H](C)[C@@H](CN(C)Cc2ccccc2)Oc2ccc(NC(=O)Cc3cn(C)c4ccccc34)cc2CC1=O | 10 | 25 | 20 | 50 | 0 | 1 | 9
COc1ccc(NC(=O)N(C)C[C@@H]2Oc3ccc(NS(=O)(=O)c4ccc(F)cc4)cc3C(=O)N([C@@H](C)CO)C[C@@H]2C)cc1 | 0 | 7 | -3 | / | -1 | 1 | 2
O=C(NC(=S)Nc1ccc2c(c1)OCO2)c1ccc(Cl)cc1 | / | -11 | / | -185 | / | -61 | /
C[C@@H]1CCCCO[C@@H](CN(C)Cc2ccc(C(F)(F)F)cc2)[C@H](C)CN([C@@H](C)CO)C(=O)c2cc(NS(=O)(=O)c3cn(C)cn3)ccc2O1 | 4 | / | 4 | / | -2 | -9 | 13
Cc1cccc(NC(=O)C2CCN(S(=O)(=O)c3cccc4nonc34)CC2)c1 | -2 | -3 | 4 | -26 | 12 | -11 | -1
O=C(O)c1ccc(-c2ccc(/C=N/Nc3ccc([N+](=O)[O-])cc3)o2)cc1 | 0 | 2 | -40 | -25 | 2 | / | -3
COc1ccccc1N1CCN(S(=O)(=O)c2ccc(Cl)cc2)CC1 | 6 | -8 | 3 | 4 | 4 | 25 | -2
O=C(Nc1cccc2nsnc12)c1cccs1 | / | -7&0 | / | -114&-31 | 2 | -65 | -3
Cc1nc(N)[nH]c(=O)c1CC(=O)OCCCl | 2 | -6 | 7 | 10 | -1 | 7 | 1
Cc1ccc(Nc2c(-c3ccc(N4CCOCC4)cc3)nc3cnccn23)cc1 | 16 | 8 | -39 | -28 | / | -22 | -4
COCC(=O)Nc1ccc2c(c1)C(=O)N(C)C[C@@H](OC)[C@@H](C)CN(C(=O)Cc1cccnc1)[C@H](C)CO2 | -1 | 3 | 0 | / | -4 | -4 | 4
COc1cc(Cl)c(CN2CCCC(CO)(Cc3ccccc3F)C2)cc1OC (stereo unspecified) | -4 | 18 | 12 | 1 | 0 | / | 101*
C[C@@H]1CN([C@@H](C)CO)C(=O)c2c(c3ccccc3n2C)-c2ccccc2CO[C@H]1CN(C)S(=O)(=O)c1ccccc1 | -3 | 8 | 17 | / | -2 | 15 | -1
O=C(OCCc1cc2ccccc2c(=O)o1)c1ccc2c(c1)OCO2 | 10 | 5 | -3 | -71 | -2 | -49 | 6
CN(C)S(=O)(=O)N1CCN(c2ccc([N+](=O)[O-])c(N3CCOCC3)c2)CC1 | 2 | 4 | 11 | 22 | -2 | 3 | 3
CN(C)c1ccc(NC(=O)CSc2n[nH]c(-c3ccncc3)n2)cc1 | 10 | 2 | -33 | -7 | 2 | 16 | -3
Cc1ccccc1C(=O)N1CCC(C(=O)OCc2ccccn2)CC1 | -5 | 0 | 2 | -1 | 2 | 1 | -1
CC(=O)Nc1ccc(Oc2cncc(Cl)c2)nc1 | 2 | -4 | 4 | -16 | -2 | -6 | 3
COc1ccc(S(=O)(=O)NNC(=O)c2cccs2)cc1 | 0 | 3 | -1 | 17 | -5 | 9 | 2
Cc1noc(C)c1S(=O)(=O)N(C)C[C@@H]1Oc2ccc(NC(=O)NC3CCCCC3)cc2CC(=O)N([C@@H](C)CO)C[C@H]1C | 16 | 23 | -2 | 21 | 0 | -12 | 5
Cc1ccc(S(=O)(=O)N(C)C[C@H]2Oc3c(NS(=O)(=O)c4ccc(Cl)cc4)cccc3C(=O)N([C@@H](C)CO)C[C@@H]2C)cc1 | -10 | 10 | -7 | 4 | -2 | -20 | -3
COc1cccc(CN2CCN(Cc3cccc4c3OCO4)CC2CCO)c1 (stereo unspecified) | -5 | -8 | 12 | 10 | 4 | -5 | -5

Single entries from above.
`Cc1ccc(S(=O)(=O)N(C)C[C@H]2Oc3c(NS(=O)(=O)c4ccc(Cl)cc4)cccc3C(=O)N([C@@H](C)CO)C[C@@H]2C)cc1` in EWS-Fli inh is listed with -7
`O=C(OCCc1cc2ccccc2c(=O)o1)c1ccc2c(c1)OCO2` in DENV2 CPE is listed with 10

Continued.
SMILES | DENV2 CPE | ARNT TACC3 PPI | EWS-Fli inh | PAX8 reporter | Casp6 inh | LGR2 inh | SIRT5 inh
COCc1nnc(NC(=O)c2ccc3c(c2)OCO3)s1 | -3 | 0 | -39 | -61 | -1 | 8 | 0
CCN(CC)C(=O)CSc1nnnn1-c1ccc(F)c(Cl)c1 | -3 | -4 | 11 | -2 | -2 | 7 | 1
CC(C)(C)NC(=O)N1CCn2cccc2C1c1ccccc1F (stereo unspecified) | 3 | 2 | 1 | 5 | 1 | -6 | -7
O=C(COC(=O)CNC(=O)c1ccccc1)NCCCc1ccccc1 | -4 | -1 | 5 | 7 | 1 | -22 | -5
Cc1noc(C)c1NC(=O)Nc1cccc2c1O[C@@H](CN(C)C(=O)Nc1cccc3ccccc13)[C@@H](C)CN([C@H](C)CO)C2=O | 18 | 14 | 8 | 26 | -1 | 7 | 4
COC(=O)c1ccc(C(=O)OC)c(NC(=S)N2CC(C)CC(C)C2)c1 (stereo unspecified) | / | -5 | / | -16 | / | 16 | /
CN(C)C(=O)[C@H]1[C@H](CO)[C@H]2Cn3c(ccc(-c4cncnc4)c3=O)[C@H]2N1Cc1cc(F)ccc1F | 18 | 3 | 2 | -7 | 1 | 8 | 3
O=C(Oc1ccc(Br)cc1)C1CCN(C2=NS(=O)(=O)c3ccccc32)CC1 | -1 | -3 | 5 | 9 | 1 | 6 | 0
CSC1=Nc2sc3c(c2C2=NCCN12)CC(C)(C)OC3 | 0 | -5 | 4 | 1 | 6 | -32 | 3
O=c1c(-c2ccccc2)cocc1-c1ccccc1 | 7 | / | -45 | -49 | -2 | -29 | -2
COc1ccc2cc(-c3[nH]ncc3CN3CCCC3c3nonc3C)ccc2c1 (stereo unspecified) | -4 | 6 | -18 | -21 | -2 | -21 | -8
C[C@H](CO)N1C[C@H](C)[C@@H](CN(C)C(=O)Nc2ccc(C(F)(F)F)cc2)Oc2ncc(C#C[C@@H](C)O)cc2C1=O | -1 | -5 | 5 | 14 | / | -8 | 6
CCn1cc(CN2CCC(C(=O)Nc3ccc(Oc4cccnc4)cc3)CC2)c(C)n1 | -7 | 4 | / | 0 | -6 | -8 | -2
Cc1cc(C)cc(N/C(N)=N/c2nc(C)cc(C)n2)c1 | / | 4 | 5 | 44 | 1 | 20 | 10
CC(C)(C)OC(=O)N1CCC(Cc2cc(-c3cccc(Br)c3)no2)(C(=O)O)CC1 | -7 | -5 | -8 | 9 | 3 | -2 | -18
CO[C@H](CN(C)Cc1ccc(-c2ccccn2)cc1)[C@@H](C)CN(C(=O)Nc1ccc(F)cc1)[C@H](C)CO | 6 | 1 | -8 | / | -5 | 24 | -1
